From PubChem BioAssay
CCHF vOTU inh: CCHFV vOTU protease inhibitors, primary screen, biochemical, Pep-AMC substrate, fluorescence. Crimean-Congo hemorrhagic fever virus L polyprotein viral ovarian tumor (vOTU) protease …. inhibition, % at 11.5 µM. actives 0.55% (n = 370,000). AID 651958, 2012; in the data active = inhibition above about 30%; note: 0% = vehicle wells with enzyme and 100% = no enzyme wells
SARS 3CLpro inh: SARS-CoV 3CLpro protease inhibitors, primary screen, biochemical, quenched FRET | Replicase polyprotein 1ab (Severe acute respiratory syndrome coronavirus), P0C6X7 | recombinant SARS-CoV 3CLpro, quenched FRET peptide cleavage | inhibition, % at 6 µM | actives 0.14% (n = 290,000); in the data active = inhibition above about 12%
Rv3671c inh: Rv3671c serine protease inhibitors, primary screen, biochemical, fluorescence polarization, M. tuberculosis H37Rv. inhibition, % at 5.96 µM. actives 0.048% (n = 320,000); in the data active = inhibition above about 38%;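 note: extracellular domain of Rv3671c used as enzyme; 0% = enzyme with DMSO and 100% = no enzyme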
Target sequence (P9WHR9 whole entry, looked up, the tested form may be a part): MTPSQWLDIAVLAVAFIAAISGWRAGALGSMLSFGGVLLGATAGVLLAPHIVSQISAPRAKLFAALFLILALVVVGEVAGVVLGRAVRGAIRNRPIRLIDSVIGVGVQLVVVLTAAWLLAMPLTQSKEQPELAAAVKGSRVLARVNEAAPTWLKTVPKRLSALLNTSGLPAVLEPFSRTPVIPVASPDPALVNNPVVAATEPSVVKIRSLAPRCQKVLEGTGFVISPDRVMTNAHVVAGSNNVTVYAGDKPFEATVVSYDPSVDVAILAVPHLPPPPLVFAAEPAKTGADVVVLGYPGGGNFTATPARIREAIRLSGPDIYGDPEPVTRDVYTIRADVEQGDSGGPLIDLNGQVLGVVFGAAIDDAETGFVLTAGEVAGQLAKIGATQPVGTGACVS
Anthrax LF inh2: Bacillus anthracis LF protease inhibitors, primary screen, biochemical, multiplex microsphere, MLPCN library; Lethal factor (Bacillus anthracis), P15917; multiplex microsphere protease cleavage assay; inhibition, % at 10 µM; actives 0.12% (n = 360,000); note: plate controls were buffer without enzyme for full effect and enzyme alone for no effect
VHR inh abs: VHR1 phosphatase inhibitors, primary screen, biochemical, absorbance, uHTS | actives 0.52% (n = 290,000) | inhibition, % at 13.3 µM | AID 1654, 2009 | Dual specificity protein phosphatase 3 (Homo sapiens), P51452 | recombinant VHR phosphatase, pNPP absorbance; in the data active = inhibition above about 50%; note: some compounds called inactive have numbers as strong as hits
Target sequence (P51452 whole entry, looked up): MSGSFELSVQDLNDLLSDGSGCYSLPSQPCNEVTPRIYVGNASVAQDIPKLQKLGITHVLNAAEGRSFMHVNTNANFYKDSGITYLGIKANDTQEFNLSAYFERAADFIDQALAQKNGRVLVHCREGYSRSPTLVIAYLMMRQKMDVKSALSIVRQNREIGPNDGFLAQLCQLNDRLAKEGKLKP
MazEF act: activators of E. coli MazEF toxin-antitoxin RNase, primary screen, biochemical, fluorescence, uHTS. FAM/BHQ RNA-DNA oligo cleavage fluorescence, 5 h. activation, % at 20 µM. actives 0.32% (n = 350,000); in the data active = activation above about 50%
Target sequence (P0AE70 whole entry, looked up): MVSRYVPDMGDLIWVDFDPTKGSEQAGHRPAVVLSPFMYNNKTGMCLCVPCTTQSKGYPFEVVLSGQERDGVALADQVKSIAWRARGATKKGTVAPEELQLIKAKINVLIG
BoNT-A LC inh2: BoNT/A light chain protease inhibitors, primary screen, biochemical, flow cytometry, MLPCN library | Botulinum neurotoxin type A light chain protease (Clostridium botulinum A str. ATCC 3502) | multiplex microsphere protease substrate cleavage | inhibition, % at 10 µM | actives 0.17% (n = 360,000) | AID 588499, 2011; note: plate controls were buffer without enzyme for full effect and enzyme alone for no effect
SSB-PriA inh: inhibitors of Klebsiella pneumoniae PriA binding to SSB C-terminal tail, primary screen, biochemical, AlphaScreen; inhibition, % at 33 µM; actives 0.6% (n = 430,000); PriA–SSB C-terminal tail interaction (Klebsiella pneumoniae); AID 1272365, 2023; AlphaScreen SSBct-PriA binding, biotinylated peptide; in the data active = inhibition mostly above about 37%, no sharp cut-off; inactive = mostly below about 20%;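 note: plate controls were negative control peptide for no effect and reference peptide for full effect; strong numbers were not always called active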
BoNT-F LC inh: BoNT/F light chain protease inhibitors, primary screen, biochemical, flow cytometry, MLPCN library. Botulinum neurotoxin type F light chain protease (Clostridium botulinum). inhibition, % at 10 µM. Multiplex microsphere protease cleavage assay. actives 0.22% (n = 360,000); in the data active = inhibition above about 35%, passing the limit was not always enough; inconclusive = no clear call, values can overlap the other calls; note: plate controls were buffer without enzyme for full effect and enzyme alone for no effect
PrPC TRFRET: inhibitors of human cell surface prion protein PrPC, primary screen, cell-based, TR-FRET. Major prion protein (Homo sapiens), P04156. TR-FRET read-out. inhibition, % at 13.8 µM. actives 0.43% (n = 370,000). AID 720596, 2013; in the data active = inhibition above about 24%; note: 0% = median of the test wells and 100% = reference compound wells
* = called active by the depositor; ? = inconclusive; / = not tested or not shown. Cut-off read from the data, not from the text of the source, unless noted: active = inhibition above about 30%; inconclusive = no clear call, values can overlap the other calls; inactive = below that.

Sample of the layout:
Each structure is followed by: CCHF vOTU inh	SARS 3CLpro inh	Rv3671c inh	Anthrax LF inh2	VHR inh abs	MazEF act	BoNT-A LC inh2	SSB-PriA inh	BoNT-F LC inh	PrPC TRFRET
Cc1ccc(CN(CC(=O)NC2CCCCC2)C(=O)c2csnn2)cc1
  5	7	-5	-3	26	0	-0.2	-2	4	5
COc1ccc(NC(=O)CCN2CC(C)OC(C)C2)c(OC)c1 (centres undefined)
  -17	2	-10	5	35	2	?	-19	-12	-3
O=C(NN1CCCCC1)c1cnn2c(C(F)F)cc(-c3ccccc3)nc12
  -6	7	12	-9	9	6	-0.6	3	-4	1
CCc1ccc(S(=O)(=O)c2n[nH]n3c2nc(=O)c2ccccc23)cc1
  10	-4	-6	4	9	-11	-0.7	-3	-23	-4

The listing, repeating the preview:
Each structure is followed by: CCHF vOTU inh	SARS 3CLpro inh	Rv3671c inh	Anthrax LF inh2	VHR inh abs	MazEF act	BoNT-A LC inh2	SSB-PriA inh	BoNT-F LC inh	PrPC TRFRET
Cc1ccc(CN(CC(=O)NC2CCCCC2)C(=O)c2csnn2)cc1
  5	7	-5	-3	26	0	-0.2	-2	4	5
COc1ccc(NC(=O)CCN2CC(C)OC(C)C2)c(OC)c1 (centres undefined)
  -17	2	-10	5	35	2	?	-19	-12	-3
O=C(NN1CCCCC1)c1cnn2c(C(F)F)cc(-c3ccccc3)nc12
  -6	7	12	-9	9	6	-0.6	3	-4	1
CCc1ccc(S(=O)(=O)c2n[nH]n3c2nc(=O)c2ccccc23)cc1
  10	-4	-6	4	9	-11	-0.7	-3	-23	-4
CSc1ccccc1NC(=S)Nc1cccc(C(F)(F)F)c1
  9	3	3	0	-16	6	-1.0	-15	-6	-2
CCOC(=O)c1[nH]c(C)c(C(=O)OC)c1C
  -4	1	-4	-14	13	-12	?	0	?	-1
CC(=O)N(/N=C1\Sc2ccccc2C1=O)c1ccccc1C
  47*	7	-143	-1	23	-3	2.0	/	7	7
C=CCn1c(SCC(=O)N2CCOCC2)nc2sc(C)c(C)c2c1=O
  4	-6	1	4	51*	7	-0.6	3	-18	6
Cc1cc(=O)[nH]c(SCC(=O)Nc2ccc(Cl)cn2)n1
  -12	-2	11	8	20	-6	-0.3	-15	4	-2
CSc1cccc(NC(=O)c2cccc3cccnc23)c1
  15	2	-10	0	31	-8	1.4	-3	6	1
O=C(N/N=C/c1ccccc1OC(F)F)C1=COCCO1
  8	-1	4	-4	5	1	-0.5	/	0	-5
O=C(O)CNC(=S)N(Cc1cccs1)C1CCCCC1
  9	2	0	-2	17	1	-0.5	1	2	7
CC1(C)c2ccccc2N2CC(=O)NC21/C=C/c1ccco1 (centres undefined)
  -6	0	-10	4	10	8	0.1	4	2	-8
O=c1cc(CN2CCN(c3ccccn3)CC2)nc2sccn12
  8	3	1	2	-4	-1	0.0	-4	-5	-2
COc1cccc(C2c3c(-c4cc(Cl)c(C)cc4O)n[nH]c3C(=O)N2Cc2cccnc2)c1 (centres undefined)
  4	3	9	-3	8	-10	-0.2	-14	-5	-5
CSc1ccc(/C=N/n2c(C3CCCCC3)n[nH]c2=S)cc1
  9	7	-7	5	16	3	-2.1	/	-26	-7
COCCCNC(=O)c1cc(-c2cccnc2)nc2ccccc12
  -5	-2	7	-1	22	-4	-1.1	-16	-21	5
C[C@@H]1CN([C@@H](C)CO)C(=O)CCCn2nncc2CO[C@@H]1CN(C)S(C)(=O)=O
  -2	/	/	0	/	3	0.2	/	-4	2
COc1ccccc1P(=O)(Cc1ccccc1[N+](=O)[O-])c1ccccc1 (centres undefined)
  10	0	1	5	10	-2	4.9	-7	30	-11
S=C(NCc1ccccc1)NCc1ccco1
  5	-1	/	0	14	-13	1.0	-38	12	-2
O=C1CC(N(O)C2CC(=O)N(Cc3ccccc3)C2=O)C(=O)N1Cc1ccccc1 (centres undefined)
  -12	0	-1	0	30	-1	0.5	-11	7	3
S=C1NC2=C(CCCC2=C2SCCS2)C(c2ccccc2)N1 (centres undefined)
  -1	7	-15	-4	8	-18	0.6	17	-7	8
Cc1nc(Nc2ccccc2)sc1C(=O)c1ccccc1
  0	8	6	/	10	-22	/	-6	/	4
Cc1cc(NC(=O)CCl)n(-c2nc3ccccc3s2)n1
  5	1	1	0	6	-16	-1.1	-8	-5	7
COc1cccc(/C=N/NC(=O)c2cnccn2)c1O
  8	2	14	-2	21	12	-0.7	/	0	8
CCCCn1c(N)c(N(CC(C)C)C(=O)c2cc3c(s2)CCC3)c(=O)[nH]c1=O
  /	/	8	-2	/	-1	2.7	-18	-10	/
CCOc1ccc(NC(=O)C(C)NC(=O)c2ccccc2Cl)cc1S(=O)(=O)N1CCCC1 (centres undefined)
  12	/	-4	-3	/	4	-0.8	-4	9	-5
COc1c(O)ccc(C2NC(=O)NC(C)=C2C(=O)Nc2ccccc2C)c1[N+](=O)[O-] (centres undefined)
  7	1	5	-1	12	14	-0.5	-12	2	2
CC1(C)Cc2c(sc(NC(=O)Cc3ccccc3)c2C#N)CO1
  2	7	6	-23	9	-6	?	-5	?	0
COc1ccc(CCNC(=O)COC(=O)c2ccc(Br)o2)cc1OC
  0	0	-6	-17	11	1	0.4	-7	5	-1
O=C1NC[C@@H](c2ccccc2)OC(=O)[C@H](Cc2ccc(F)cc2)C/C=C\C[C@@H]1CC(=O)N(CCO)Cc1ccccc1
  8	/	-14	5	/	7	0.3	7	-2	-4
CCC(CC)c1nnc(NC(=O)Cc2ccccc2[N+](=O)[O-])s1
  -1	-6	3	-1	9	5	-1.0	0	-2	-14
CC(=O)Nc1ccc(S(=O)(=O)N(C)CC(=O)N/N=C/c2cccc(O)c2)cc1
  -11	-2	-4	2	25	1	1.0	/	2	0
Cc1ccccc1N(CC(=O)Nc1ccc(S(=O)(=O)N2CCOCC2)cc1)S(C)(=O)=O
  0	-2	2	-2	17	1	-0.3	3	-3	-2
CCOP(=O)(OCC)c1nc(-c2ccc(C)cc2)oc1N1CCOCC1
  -36	2	6	-11	/	1	-0.1	-11	-1	-3
CC1Sc2ccc(S(=O)(=O)N3CCC(C(=O)N(C)Cc4ccco4)CC3)cc2NC1=O (centres undefined)
  19	-4	-15	-4	4	-1	-0.5	-3	-5	-1
Cc1ccn2cc(C(=O)Nc3cccc(C(=O)NC4CC4)c3)nc2c1
  -9	/	/	/	/	-4	/	-4	/	-4
Cn1nc([N+](=O)[O-])nc1Sc1cccc2cccnc12
  -2	7	0	2	20	-4	-0.2	78*	-5	-14
O=C(NCCc1ccccn1)c1ccc2nc(Cc3ccccc3F)oc2c1
  -2	-6	-12	5	30	6	-0.4	-6	-4	4
CCCCn1c(N)c(N(Cc2ccccc2OC)C(=O)C(C)C)c(=O)[nH]c1=O
  7	-2	1	0	10	1	0.0	3	-7	6
O=C1CCCN1CC(O)CS(=O)(=O)c1ccc(Cl)cc1 (centres undefined)
  -4	-1	-7	1	21	2	1.2	-13	0	1
CCOc1ccccc1OCCn1ncc2ccc(OC)c(OC)c2c1=O
  3	5	-3	-2	14	9	-0.7	-9	-12	-8
Cc1cccc(NS(=O)(=O)c2ccc3nc(-c4ccccc4)[nH]c3c2)c1C
  1	2	-18	0	5	-3	-1.3	7	0	8
COc1ccc(C(=O)Nc2cc(C(F)(F)F)ccc2-n2cncn2)cc1
  25	-1	-3	5	-8	7	0.5	-10	20	-1
O=C(CSc1nnc(-c2ccccc2Br)o1)N1CCN(C(=O)c2ccco2)CC1
  -4	0	-2	2	1	-1	-1.2	-6	-1	2
Cc1nnsc1-c1c(C(=O)N2CCOCC2)c(C)nn1-c1ccc(Cl)cc1
  4	-1	-1	4	25	0	?	-1	?	5
Cc1cc(=O)oc2cc(OCC(=O)Nc3ccc(N4CCC(C)CC4)cc3)ccc12
  10	1	-8	-4	16	15	2.7	2	-18	-1
Cc1ccc(C)c(OCCSc2nnc(C)c(=O)[nH]2)c1
  -16	-3	1	-5	33	-2	-0.5	-14	6	14
COC(=O)C1=C(C)NC(=S)NC1c1ccc(OCC(=O)N2CC(C)OC(C)C2)c(OC)c1 (centres undefined)
  -13	/	6	3	/	4	0.7	8	0	-6
CCCOc1ccc(-c2c(C(=O)N/N=C/c3ccsc3)nnn2-c2nonc2N)cc1
  16	1	-13	/	-20	-1	/	/	/	-1
Cc1nnc(NC(=O)c2ccc(C)c(S(=O)(=O)N3CCOCC3)c2)s1
  3	-1	-1	-11	1	2	-4.2	-9	-32	-6
O=C(Nc1ccc(Cl)cc1)c1cc(S(=O)(=O)Nc2ccccn2)ccc1Cl
  5	0	-5	-2	-35	-2	3.5	-5	-6	-15
O=C(CSc1ccccn1)Nc1ccc2c(c1)CCC2
  -4	/	3	2	/	0	1.0	-12	0	4
CCn1c(C)c(C(C)=O)cc(C#N)c1=O
  1	-1	3	-1	6	2	0.1	-7	-1	-4
O=C(NCc1ccccc1CN1CCCC1)c1cccc(S(=O)(=O)N2CCOCC2)c1
  14	/	2	-2	/	1	-0.4	-4	-2	-12
NC1=NC[C@H](c2ccccc2)N1CC1CCCCC1
  0	/	-18	2	/	21	-0.6	-9	-3	2
Oc1cnn(-c2ccccc2)c1
  19	-2	2	1	19	-3	0.5	-11	6	6
CCOc1ccc2nc(COC(=O)c3ccco3)c(C(C)=O)[n+]([O-])c2c1
  3	1	-5	5	8	2	1.0	-9	9	-15
O=[N+]([O-])c1cccc(CCl)c1
  /	/	2	-6	/	4	-0.6	-7	-4	/
Cc1cccc(C(=O)OCC(=O)Nc2ccccc2C(=O)NC2CC2)c1
  2	/	3	6	/	6	-1.2	9	-2	2

(more compounds)
Each structure is followed by: CCHF vOTU inh	SARS 3CLpro inh	Rv3671c inh	Anthrax LF inh2	VHR inh abs	MazEF act	BoNT-A LC inh2	SSB-PriA inh	BoNT-F LC inh	PrPC TRFRET
COc1cccc(NC(=O)c2nnn(CC(=O)Nc3cc(C)cc(C)c3)c2N)c1
  8	7	-13	-3	18	-54	1.3	-13	3	-1
OC(COc1ccc2ccccc2c1)Cn1ccnc1 (centres undefined)
  15	3	-4	1	0	-2	1.0	13	3	8
CC(=O)OC1C(OC(C)=O)N(C(C)=O)C(=O)N1C(C)=O (centres undefined)
  4	6	-3	-4	33	2	-0.2	-14	-4	10
COc1cccc(-c2ccc3c(c2)N(Cc2ccccc2OC)C(=O)C(C)S3)c1 (centres undefined)
  0	/	/	-7	/	/	-1.3	/	-15	4
COCCn1ccc(O)c(Cc2ccc(Cl)cc2)c1=O
  -2	-2	-3	2	24	-1	0.1	-4	-12	3
CC(OC(=O)CC1CCCCC1)C(=O)Nc1ccc(S(N)(=O)=O)cc1 (centres undefined)
  -1	/	3	-4	/	1	-1.1	-17	-5	-6
CCN(CC(=O)NCc1ccc(F)cc1)C(=O)COc1ccc2ccccc2c1
  -4	1	2	1	10	-3	0.0	7	-3	-2
Cc1c(OCC(=O)NCCN2CCOCC2)ccc2c1oc(=O)c1ccccc12
  -29	-1	-3	/	-8	6	/	-4	/	6

Not all compounds are listed; rates above refer to the full screens.
